# POLK inh – qHTS for Inhibitors of Polymerase Kappa | hit rate 0.53% among 400,000 | Potency, µM (top dose mostly 107 µM), for the others: at the top dose activity, negative = inhibition, most hits filed as inhibitors | purified Pol kappa, fluorescent DNA synthesis assay, 10 min | AID 588579, 2011 | DNA polymerase kappa (Homo sapiens), Q9UBT6; also: % is scaled to controls: 0 for no effect and ±100 for the full control effect
#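 Here, compound and 10 nM enzyme are combined for 15 min at room temperature; adding 50 nM substrate (final) starts DNA synthesis, tracked by fluorescence at 0 and 10 min against buffer-only wells.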
# BLM inh – qHTS Assay for Inhibitors of Bloom's syndrome helicase (BLM); RecQ-like DNA helicase BLM (Homo sapiens), P54132; recombinant BLM DNA unwinding, fluorescence dequenching; Potency, µM (titrated, usually from 56.1 µM), inactives show at the highest dose activity change, negative = inhibition, actives largely listed as inhibitors; hit rate 0.2% among 350,000; AID 2528, 2010;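 also: plate controls were vehicle for no effect and no enzyme for full effect; nearly all actives have a fitted effect of over 35% in size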
# Target sequence (P54132 whole entry, looked up): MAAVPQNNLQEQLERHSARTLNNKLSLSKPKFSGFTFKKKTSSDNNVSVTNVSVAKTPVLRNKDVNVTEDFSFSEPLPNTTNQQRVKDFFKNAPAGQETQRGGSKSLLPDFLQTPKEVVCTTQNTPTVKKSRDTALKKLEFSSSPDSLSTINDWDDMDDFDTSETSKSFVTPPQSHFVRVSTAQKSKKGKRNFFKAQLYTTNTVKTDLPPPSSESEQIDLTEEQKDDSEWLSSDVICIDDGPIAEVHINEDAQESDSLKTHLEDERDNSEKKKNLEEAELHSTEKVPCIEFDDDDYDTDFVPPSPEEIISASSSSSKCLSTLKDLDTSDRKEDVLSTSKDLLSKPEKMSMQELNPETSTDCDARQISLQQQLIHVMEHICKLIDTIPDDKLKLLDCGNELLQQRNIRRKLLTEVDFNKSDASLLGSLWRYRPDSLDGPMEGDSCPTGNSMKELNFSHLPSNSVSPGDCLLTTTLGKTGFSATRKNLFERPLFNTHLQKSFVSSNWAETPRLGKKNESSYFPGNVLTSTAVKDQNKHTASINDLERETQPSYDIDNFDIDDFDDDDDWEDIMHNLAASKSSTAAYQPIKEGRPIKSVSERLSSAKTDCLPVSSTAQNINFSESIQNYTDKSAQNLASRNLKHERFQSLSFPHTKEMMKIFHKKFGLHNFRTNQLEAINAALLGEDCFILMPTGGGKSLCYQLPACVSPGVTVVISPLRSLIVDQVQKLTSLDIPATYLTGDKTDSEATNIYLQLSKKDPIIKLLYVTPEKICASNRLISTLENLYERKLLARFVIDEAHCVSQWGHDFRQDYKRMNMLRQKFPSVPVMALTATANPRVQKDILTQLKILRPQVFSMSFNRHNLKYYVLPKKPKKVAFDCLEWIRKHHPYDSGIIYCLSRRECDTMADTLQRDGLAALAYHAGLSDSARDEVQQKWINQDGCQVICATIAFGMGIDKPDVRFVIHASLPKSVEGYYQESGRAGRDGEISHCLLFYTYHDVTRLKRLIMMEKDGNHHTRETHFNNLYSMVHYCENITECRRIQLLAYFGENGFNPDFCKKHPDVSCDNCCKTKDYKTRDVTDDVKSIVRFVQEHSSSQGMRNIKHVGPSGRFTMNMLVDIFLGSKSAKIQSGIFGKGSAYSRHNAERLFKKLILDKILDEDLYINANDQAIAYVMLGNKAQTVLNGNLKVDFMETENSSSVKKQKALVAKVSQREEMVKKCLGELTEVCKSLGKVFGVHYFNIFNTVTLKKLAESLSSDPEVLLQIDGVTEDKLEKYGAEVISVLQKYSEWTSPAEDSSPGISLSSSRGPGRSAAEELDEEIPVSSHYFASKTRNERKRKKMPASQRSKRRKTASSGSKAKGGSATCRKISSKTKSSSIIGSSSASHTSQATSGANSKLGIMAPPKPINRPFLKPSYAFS
# POLI inh – qHTS for Inhibitors of Polymerase Iota | Pol iota fluorescent replication assay, 10 min | hit rate 1% among 390,000 | Potency, µM (titrated, usually from 115 µM), inactives show top-dose activity, negative = inhibition, most hits filed as inhibitors
#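 Fluorescent replication assay read twice, at 0 min and 10 min after adding 50 nM (final) substrate. Enzyme (10 nM) and compounds were first incubated 15 min at room temperature; enzyme-free buffer wells were negative controls.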
# Pol beta inh – qHTS Assay for Inhibitors of DNA Polymerase Beta | P06746 | Pol beta primer extension/strand displacement, fluorescence kinetic | Potency, µM (highest dose often 114 µM), inactives show at the highest dose activity change, negative = inhibition, hits mostly inhibitors | hit rate 1.3% among 340,000 | AID 485314, 2010; also: % is scaled to controls: 0 for no effect and ±100 for the full control effect
#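 Preincubation: enzyme (10 nM) with compound, 15 min, RT. Reaction: substrate added to 50 nM final. Reads: 0 and 10 min. Analysis: normalized, Hill fit.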
# G9a inh – qHTS Assay for Inhibitors of Histone Lysine Methyltransferase G9a | hit rate 8.8% among 350,000 | Potency, µM (doses to about 102 µM), without a hit: top-dose activity, negative = inhibition, hits mostly inhibitors | AID 504332, 2011 | G9a H3K9 monomethylation, AlphaScreen, 2 h | Histone-lysine N-methyltransferase EHMT2 (Homo sapiens), Q96KQ7; also: % is scaled to controls: 0 for no effect and ±100 for the full control effect; nearly all actives have a fitted effect of over 75% in size
#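 Readings reflect AlphaScreen signal from monomethyl-H3K9 antibody detection. HMT at 20 nM; substrate b-H3K9 500 nM; cofactor SAM 20 uM; 2 h RT reaction; compounds tested as titrations in qHTS with 15 min preincubation.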
# Apoferritin bind – qHTS Assay for Identification of Novel General Anesthetics; Ferritin light chain (Equus caballus), P02791; apoferritin/1-aminoanthracene competitive binding, fluorescence; Potency, µM (series often up to 77.5 µM), without a hit: at the highest dose activity change, negative = displacement, most hits filed as inhibitors; hit rate 0.074% among 350,000; also: % is scaled to controls: 0 for no effect and ±100 for the full control effect; nearly all actives have a fitted effect of over 20% in size
#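 Probe: 1-aminoanthracene (50% saturated, PBS). Protein: horse-spleen apoferritin, 10 uM. Incubation: 10 min, room temperature. Detection: 380 nm excitation, 535 nm emission. Analysis: normalized response, four-parameter Hill.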
# POLH inh – qHTS for Inhibitors of Polymerase Eta | DNA polymerase eta (Homo sapiens), Q9Y253 | recombinant Pol eta, fluorescent DNA replication assay | Potency, µM (series often up to 114 µM), for inactives: top-dose activity change, negative = inhibition, hits mostly inhibitors | hit rate 1.2% among 390,000; also: % is scaled to controls: 0 for no effect and ±100 for the full control effect
#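 Pol eta (10 nM) was preincubated with compounds for 15 min at room temperature, after which fluorescent replication substrate (50 nM final) was added to start the reaction. Fluorescence was read kinetically at 0 and 10 min.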
# BAZ2B inh – qHTS Assay for Inhibitors of BAZ2B | AID 504333, 2011 | Bromodomain adjacent to zinc finger domain protein 2B (Homo sapiens), Q9UIF8 | hit rate 4.4% among 360,000 | AlphaScreen BAZ2B-H3K14Ac peptide displacement | Potency, µM (series often up to 114 µM), without a hit: at the highest dose activity change, negative = inhibition, hits mostly inhibitors; also: % is scaled to controls: 0 for no effect and ±100 for the full control effect; nearly all actives have a fitted effect of over 60% in size
#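 AlphaScreen displacement: compounds (up to 110uM) incubated 30 min at room temperature with a preformed 50 nM BAZ2B/50 nM biotinylated H3K14Ac peptide complex in PBS pH 7.4 with Tween-20. Donor and acceptor beads at 10 ug/mL final added, 20 min light-protected before reading.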
# APEX1 inh – qHTS Assay for Inhibitors of the Human Apurinic/apyrimidinic Endonuclease 1 (APE1). DNA repair nuclease/redox regulator APEX1 (Homo sapiens), P27695. recombinant APE1, TAMRA/BHQ-2 abasic DNA cleavage fluorescence. Potency, µM (top dose mostly 65.8 µM), inactives show at the highest dose activity change, negative = inhibition, usual class: inhibitors. hit rate 0.35% among 350,000. AID 2517, 2012;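 also: plate controls were vehicle for no effect and reference inhibitor for full effect; nearly all actives have a fitted effect of over 55% in size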
#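 APE1 at 0.75 nM final was preincubated with compound 15 min at room temperature, then 50 nM double-stranded THF abasic-site substrate (5'-TAMRA/3'-BHQ-2) was added. Fluorescence (ex 525/em 598 nm) was read kinetically; third-minus-first read gave activity.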
# Starred values were filed as active, the others as inactive; i = inactive; ? = inconclusive; . = not tested or not shown; & = joins results of further samples; [ ] = another dose, or the depositor's remark. Calls follow the shape of the dose curve; as a rule, active = well fitted curve in the direction sought with a large enough effect; inconclusive = small, poorly fitted or top-dose-only effect, or another doubt; inactive = no such curve, though single readings can be large; an effect the other way counts as inactive or inconclusive. Potency is read from the fitted curve at half-maximal effect.
SMILES,POLK inh,BLM inh,POLI inh,Pol beta inh,G9a inh,Apoferritin bind,POLH inh,BAZ2B inh,APEX1 inh
C=CCOc1ccc(Cl)cc1CNCCCN1CCOCC1,-1%,-7%,-13%,22%,?,-10%,-2%,-33%,0%
COc1ccc(C(=O)N2CCN(c3nnnn3-c3ccccc3)CC2)cc1OC,-1%,0%,i,0%,-2%[59 µM],-7%,11%,-6%,-1%
Cc1ccccc1Cn1cnc2c(NS(C)(=O)=O)c(C)c(C)cc21,-2%,-4%,26%,-18%,-50%[59 µM],-9%,-9%,0%,-1%
CSCC[C@H](NC(=O)[C@@H]1CCCN1C(=O)CNC(=O)[C@H](CCCCN)NC(=O)[C@H](Cc1cnc[nH]1)NC(=O)[C@H](CO)NC(=O)[C@H](CC(C)C)NC(=O)[C@H](CCCNC(=N)N)NC(=O)[C@@H]1CCCN1C(=O)[C@H](CCCNC(=N)N)NC(=O)[C@H](CCC(N)=O)NC(=O)[C@H](CCCNC(=N)N)NC(=O)[C@H](CCCNC(=N)N)NC(=O)[C@H](Cc1ccccc1)NC(=O)[C@@H](N)CCCCN)C(=O)N1CCC[C@H]1C(=O)N[C@@H](Cc1ccccc1)C(=O)O,15%[60.1 µM],-3%,.,.,.,4%,.,.,14%
COc1ccc(NC(=O)CSCC(=O)Nc2cccc(S(=O)(=O)N3CCCCCC3)c2)cc1,-19%,.,-1%,.,?,.,-8%,-3%,-23%
CC(=O)C1=C(C)Nc2ncnn2C1c1cccc(Br)c1 (stereo unspecified),-4%,-2%,122%[activator],-4%,-9%,-1%,7%,-9%,-28%
O=c1cc(CO)oc(CN2CCN(Cc3ccccc3)CC2)c1O,-29%,1%,7%,6%,50µM*,-5%,3%,?,6%
c1cncc(CNc2ncnc3ccc(-c4ccc5c(c4)OCO5)cc23)c1,1%,.,-26%,.,-7%[12.7 µM],.,-18%,?,32%&8%
COc1cc(S(=O)(=O)NCc2ccccn2)c(OC)cc1Cl,1%,4%,21%,-16%,-14%[59 µM],5%,-4%,10%,4%
COc1cc(NC(=O)CSc2nc3ccccc3nc2Cc2ccccc2OC)cc(OC)c1,2%[60.1 µM],-2%,-5%,36%[activator],41%[activator][59 µM],-11%,-13%,6%,.
Cc1ccc(S(=O)(=O)c2c(C)nn(C(C)(C)C)c2OC(=O)C(C)C)cc1,-5%,-6%,24%,18%,-11%,-11%,-19%,10%,-11%
O=C(COC(=O)CCC(=O)c1ccc(F)cc1)Nc1ccc(Cl)cn1,-16%,.,-6%,.,.,.,-9%,.,-11%
O=C1CN(C(=O)COc2ccc(Cl)cc2)C(c2ccccc2)c2cc(Br)ccc2N1 (stereo unspecified),-4%,-9%,0%,24%,-32%[59 µM],-4%,?,-16%,.
CN1CCN(c2ccc(S(=O)(=O)N3CCOCC3)cc2NC(=O)Cc2ccccc2F)CC1,1%,.,-19%,.,22%[12.7 µM],.,-18%,1%,21%
CCOc1ccccc1NC(=O)Cn1c(=O)ccc2cc(S(=O)(=O)N3CCCC3)ccc21,2%[60.1 µM],-1%,-12%,6%,2%[59 µM],-11%,-1%,0%,.
CCn1c(SCC(=O)Nc2ccc(C)cc2Br)nnc1-c1nonc1NC(C)=O,-16%,-3%,14%,8%,-9%[59 µM],-4%,-9%,?,.
COC(=O)c1sccc1NC(=O)CC1C(=O)NCCN1C(=O)Nc1ccc(C(F)(F)F)cc1 (stereo unspecified),0%,-12%,8%,7%,-48%,-5%,-17%,-9%,-2%
CN1CCN(c2ccc(S(=O)(=O)N3CCCCC3)cc2NC(=O)CSCc2ccccc2)CC1,1%,1%,56%[activator],0%,.,-14%,-2%,-25%,-4%
Cc1ccccc1C(=O)NC(=S)Nc1ccc(S(=O)(=O)N(C)c2ccccc2)cc1,-11%,-8%,-4%,-22%,11%[2.33 µM],-21%,-22%,-2%,3%
Cc1ccc(NC(=O)C2CCN(c3ncccn3)CC2)cc1F,-10%,-1%,7%,11%,-5%[59 µM],-1%,-9%,1%,.
COc1cccc(C(=O)C2CCCN(Cc3cccc(-n4cccn4)c3)C2)c1 (stereo unspecified),-16%,-13%,46%[activator],2%,13%[59 µM],-15%,-11%,-13%,24%
COc1cc(NC(=O)c2ccccc2-c2ccccc2)cc(OC)c1OC,.,0%,.,12%,.,-12%,.,0%,25%
COc1ccc(/C(N)=N/OC(=O)/C=C/c2ccccc2)cc1,-7%,-1%,87%[activator],-12%,16%,-16%,-16%,51%[activator],-1%
COc1cc(-c2nnc(CSc3nnc4nc(C)cc(C)n34)o2)cc(OC)c1OC,0%,0%,7%,10%,3%[12.7 µM],-2%,6%,-16%,-7%
COc1ccccc1N1CCN(CCCn2c(=S)[nH]c3ccccc3c2=O)CC1,-8%,-6%,32%[activator],13%,-10%,-6%,-12%,?,-9%

# 8 entries from above, ordered by length of the SMILES, lowest first:
SMILES,POLK inh,BLM inh,POLI inh,Pol beta inh,G9a inh,Apoferritin bind,POLH inh,BAZ2B inh,APEX1 inh
C=CCOc1ccc(Cl)cc1CNCCCN1CCOCC1,-1%,-7%,-13%,22%,?,-10%,-2%,-33%,0%
Cc1ccc(NC(=O)C2CCN(c3ncccn3)CC2)cc1F,-10%,-1%,7%,11%,-5%[59 µM],-1%,-9%,1%,.
COc1cc(S(=O)(=O)NCc2ccccn2)c(OC)cc1Cl,1%,4%,21%,-16%,-14%[59 µM],5%,-4%,10%,4%
COc1cc(NC(=O)c2ccccc2-c2ccccc2)cc(OC)c1OC,.,0%,.,12%,.,-12%,.,0%,25%
O=C1CN(C(=O)COc2ccc(Cl)cc2)C(c2ccccc2)c2cc(Br)ccc2N1 (stereo unspecified),-4%,-9%,0%,24%,-32%[59 µM],-4%,?,-16%,.
CCOc1ccccc1NC(=O)Cn1c(=O)ccc2cc(S(=O)(=O)N3CCCC3)ccc21,2%[60.1 µM],-1%,-12%,6%,2%[59 µM],-11%,-1%,0%,.
COc1ccc(NC(=O)CSCC(=O)Nc2cccc(S(=O)(=O)N3CCCCCC3)c2)cc1,-19%,.,-1%,.,?,.,-8%,-3%,-23%
COC(=O)c1sccc1NC(=O)CC1C(=O)NCCN1C(=O)Nc1ccc(C(F)(F)F)cc1 (stereo unspecified),0%,-12%,8%,7%,-48%,-5%,-17%,-9%,-2%

# Next section:
SMILES,POLK inh,BLM inh,POLI inh,Pol beta inh,G9a inh,Apoferritin bind,POLH inh,BAZ2B inh,APEX1 inh
CC(C)(C)C(=O)NNC(=O)CCCOc1ccc(Cl)cc1Cl,-6%,3%,18%,14%,12%,?,-12%,6%,-7%
COC(=O)C(C)Sc1nc2c(c(=O)[nH]c(=O)n2C)n1CCCc1ccccc1 (stereo unspecified),0%,-2%,4%,?,?,-19%,-18%,1%,3%
CSc1ncccc1C(=O)OCC(=O)N1CCN(C(=O)c2ccco2)CC1,-3%,.,-9%,.,.,.,6%,.,39%
CN(Cc1ccco1)C(=O)CSc1nc(C2CC2)n(-c2ccccc2)n1,-17%,.,-19%,.,32µM*,.,?,?,45%
Cc1ccc(NC(=O)C2CCCN(S(=O)(=O)c3cn(C(C)C)cn3)C2)c(C)c1 (stereo unspecified),1%[60.1 µM],0%,4%,28%,12%[59 µM],-7%,-7%,-1%,.
CCCN(Cc1cc2cccc(C)c2[nH]c1=O)C(=O)c1cccc(Cl)c1,-16%,2%,3%,3%,-10%[59 µM],-2%,-17%,-4%,.
CCCCC1=CC2=C(c3ccco3)C(=O)C(C)(OC(=O)c3ccc(OC)cc3)C(=O)C2=CN1Cc1ccc2c(c1)OCO2 (stereo unspecified),-7%,-11%[12.4 µM],?,35µM*,?,-16%,6%,-38%,1%[12.4 µM]
COc1ccc(-c2cc([C@H]3[C@H]4C=CC[C@@H](C)[C@@H]4C(=O)N3Cc3ccccc3)ccc2F)cc1,-18%,-5%,3%,-10%,23%[59 µM],66%[activator],-18%,-16%,4%
Cc1cc(NC(=O)COc2ccccc2C)no1,0%,-4%,27%,39%,10%[0.501 µM],-7%,-21%,5%,22%
O=C(Cn1c(=O)cnc2ccccc21)Nc1cccc(S(=O)(=O)N2CCOCC2)c1,-8%,.,10%,.,-10%[12.7 µM],.,-8%,2%,35%
Cc1ccc(S(=O)(=O)Nc2cc(=O)[nH]c3c2CCC3)cc1,-10%,-1%,30%,1%,1%,-2%,-3%,3%,-3%
COc1ccc(O)c(C(=O)C2c3ccccc3C(=O)N2c2ccc(C)cc2)c1 (stereo unspecified),-17%,-15%,8%,-9%,1.6µM*,-1%,-13%,-27%,?
Cc1ccc(S(=O)(=O)Cc2nc(-c3ccc(C(=O)NCc4ccccc4F)cc3)oc2C)cc1,-10%,-8%,?,?,-48%[59 µM],54%[activator],.,?,.
Cc1ccc(C)c(NC(=S)NCc2ccc3c(c2)OCO3)c1,1%,-3%,-8%,2%,-7%[59 µM],-15%,-10%,-12%,9%
Cc1ccc(CNC(=O)C2CCC(CNS(=O)(=O)c3ccc(C)cc3)CC2)cc1 (stereo unspecified),-15%[60.1 µM],0%,-23%,7%,-14%[59 µM],4%,15%,1%,.

# An excerpt; count on the stated rates, not on these rows.
